GLP-1R inv ag: inverse agonists of human GLP-1 receptor. P43220. HEK293 GLP-1R CRE-luciferase, luminescence, 24 h; GLP-1R form is constitutively active. Potency, µM (highest dose often 38.3 µM), for inactives: at the top dose activity change, negative = inhibition, actives largely listed as inhibitors. 410,000 compounds, 1.6% hits; also: potency is read from the fitted curve at half-maximal effect; % is scaled to controls: 0 for no effect and ±100 for the full control effect; nearly all actives have a fitted effect of over 55% in size
Target sequence (P43220 whole entry, looked up): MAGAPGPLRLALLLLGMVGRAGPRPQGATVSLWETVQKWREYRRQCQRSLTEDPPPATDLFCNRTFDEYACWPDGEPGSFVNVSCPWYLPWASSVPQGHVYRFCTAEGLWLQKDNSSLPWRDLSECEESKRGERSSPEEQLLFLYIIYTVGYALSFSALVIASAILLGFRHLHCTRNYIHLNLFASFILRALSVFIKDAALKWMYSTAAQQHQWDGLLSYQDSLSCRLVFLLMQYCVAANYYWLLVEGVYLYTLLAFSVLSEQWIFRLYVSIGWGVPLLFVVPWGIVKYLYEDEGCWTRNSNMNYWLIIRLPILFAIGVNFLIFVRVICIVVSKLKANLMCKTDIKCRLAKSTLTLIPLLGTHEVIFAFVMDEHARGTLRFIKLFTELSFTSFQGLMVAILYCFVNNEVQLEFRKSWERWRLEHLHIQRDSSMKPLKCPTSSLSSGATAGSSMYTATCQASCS
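qHTS in 1536-well format: reporter HEK293 cells expressing constitutive GLP-1R activity in DMEM + 10% Nu serum, 24 hr with compounds at 37 deg C, luminescence read after 12 min with detection reagent.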
DRD3 antagonist: blocks the human D3 dopamine receptor | P35462 | D3R cells, DiscoveRx beta-arrestin luminescence, antagonist mode; stronger effect = lower value | max response, negative = inhibition, % | 360,000 compounds, 2.5% hits | AID 652054; in the data active = max response below about -50%; inconclusive = no clear call, values can overlap the other calls; also: % is scaled to controls: 0 for no effect and ±100 for the full control effect; mostly tested at two doses, the higher about 12 µM
Target sequence (P35462 whole entry, looked up): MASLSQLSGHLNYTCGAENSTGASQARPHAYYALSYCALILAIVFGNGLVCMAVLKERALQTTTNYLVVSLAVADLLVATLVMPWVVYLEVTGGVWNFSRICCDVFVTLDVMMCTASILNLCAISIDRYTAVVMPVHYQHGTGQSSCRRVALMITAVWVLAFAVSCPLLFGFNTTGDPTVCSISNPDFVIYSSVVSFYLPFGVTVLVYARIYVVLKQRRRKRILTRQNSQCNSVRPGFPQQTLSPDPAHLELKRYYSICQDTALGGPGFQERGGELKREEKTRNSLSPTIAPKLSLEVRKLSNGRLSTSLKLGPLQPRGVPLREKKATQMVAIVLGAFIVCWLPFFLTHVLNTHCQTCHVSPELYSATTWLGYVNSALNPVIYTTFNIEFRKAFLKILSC
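Cells expressing the human receptor were seeded at 1500 cells/well, incubated overnight at 37 degrees C in 5% CO2, then exposed to library compounds with dopamine controls for 90 minutes at 37 degrees C before luminescent detection.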
GLP1R cytotox: cytotoxicity in counter-screen for GLP-1R inverse agonists | 410,000 compounds, 0.13% hits | AID 624418 | HEK293 cAMP-luciferase reporter cells, luminescence, 24 h | Potency, µM (top dose mostly 38.3 µM), without a hit: at the highest dose activity change, negative = inhibition, actives largely listed as inhibitors;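 also: loss of luciferase light is scored as toxicity; potency is read from the fitted curve at half-maximal effect; % is scaled to controls: 0 for no effect and ±100 for the full control effect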
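Luminescence readout: signal drop marks cytotoxicity. Plated cells grew 12 h at 37 °C, 5% CO2, received 23 nL compound for 24 h, then got luciferase reagent, read after 12 min at RT.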
PI5P4Ka inh: PI5P4K alpha (human) kinase inhibition; P48426; PI5P4Kalpha enzyme, ADP-Glo luminescence, 60 min; stronger effect = lower value; max response, %; 330,000 compounds, 1.2% hits; AID 652105; active = max response of -50% or lower; inconclusive = between -30% and -50%; inactive = -30% or higher; also: value at the top dose of about 77 µM; % is scaled to controls: 0 for no effect and ±100 for the full control effect
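ADP-Glo luminescence end-point after a 60 min room-temperature kinase reaction. PI5P4Kalpha and substrate in HEPES pH 7.4 buffer with EGTA, 0.1% CHAPS and 5% DMSO; ATP at 5 microM final.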
D3 ag: agonists of human D3 dopamine receptor. max activation, %. P35462. D3R DiscoveRx beta-arrestin cells, luminescence, 90 min. 410,000 compounds, 0.58% hits; in the data active = max activation above about 30%; also: 0% is about no effect; mostly tested at two doses, the higher about 12 µM
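Agonist mode: compounds and dopamine controls were applied to plated cells for 90 min at 37 degrees C after an overnight attachment at 1500 cells/well. Luminescent read-out followed 30 - 60 minutes at room temperature with DiscoveRx detection reagent.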
IL-2 act: activators of IL-2 | activation, % (series mostly up to about 46 µM) | 360,000 compounds, 0.065% hits | AID 652025 | IL-2 activation reporter assay, cell-based qHTS; stimulated with anti-CD3/CD4/CD28 beads; in transgenic mouse T cells; in the data active = activation above about 50%; inconclusive = mostly about 30% to 49%; also: 0% is about no effect
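Unstimulated transgenic mouse T cells; 60-min compound exposure; bead-based TCR/CD4/CD28 stimulation; 18 h culture, 37 degrees C; dual fluorescence (EGFP, DsRed) plate cytometry.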
GLP-1R agonist: GLP-1 receptor (human) agonism. HEK293 GLP-1R CRE-luciferase, luminescence, 4-6 h; cells express a hypersensitive GLP-1R form. Potency, µM (series often up to 45.6 µM), without a hit: top-dose activation, actives largely listed as activators. 380,000 compounds, 0.007% hits. AID 624172; also: potency is read from the fitted curve at half-maximal effect; % of control where 0% means no effect
PLK1 PBD block: blocks phosphopeptide binding to human PLK1 polo-box domain. Plk1 PBD binding of FITC phosphopeptide, fluorescence polarization. Potency, µM, for the others: max response, negative = inhibition, most hits filed as inhibitors. 360,000 compounds, 2.8% hits. AID 720504; also: potency is read from the fitted curve at half-maximal effect; series mostly up to about 57 µM; % is scaled to controls: 0 for no effect and ±100 for the full control effect; nearly all actives have a fitted effect of over 65% in size
WRN inhibitor: WRN helicase (human) inhibition; 360,000 compounds, 0.46% hits; Q14191; WRN helicase unwinding, fluorescent forked duplex, kinetic; AID 651768; Potency, µM (series often up to 114 µM), inactives show at the top dose activity change, negative = inhibition, actives largely listed as inhibitors; also: potency is read from the fitted curve at half-maximal effect; % is scaled to controls: 0 for no effect and ±100 for the full control effect; nearly all actives have a fitted effect of over 55% in size
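Enzyme (20 nM final) and test compound sit together 15 min at room temperature before substrate addition. Substrate is a single-forked duplex oligonucleotide (100 nM) labelled with fluorophore and quencher, with 2 mM ATP; helicase unwinding raises red fluorescence, read kinetically.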
The depositor's hits bear a star; u = inconclusive; x = not tested or not shown; [ ] = another dose, or the depositor's remark. Unless noted, calls follow the shape of the dose curve; as a rule, active = well fitted curve in the direction sought with a large enough effect; inconclusive = small, poorly fitted or top-dose-only effect, or another doubt; inactive = no such curve, though single readings can be large; an effect the other way counts as inactive or inconclusive.

Order of results: GLP-1R inv ag	DRD3 antagonist	GLP1R cytotox	PI5P4Ka inh	D3 ag	IL-2 act	GLP-1R agonist	PLK1 PBD block	WRN inhibitor
OCCC1CN(CC#Cc2ccccc2)CCN1Cc1ccccc1F (stereo not given)
 : u	-12	3%	1	-12	0.0	7%	-10%	1%
Cc1ccccc1Cn1c(-c2ccc(=O)[nH]c2)nc2ccccc21
 : 12%	3	5%	-1	-1	0.4	-6%	-13%	1%
CCCCn1c(N)c(N(CCOC)C(=O)c2ccc(N3CCCC3=O)cc2)c(=O)[nH]c1=O
 : 9%	-1	0%	-1	7	0.6	-1%	-8%	3%
CC(C)CNC(=O)c1cccc2c(-c3cccc(C(N)=O)c3)coc12
 : 20%	61	-9%	-1	11	-0.2	14%	-6%	-3%
CN(C)C(CNC(=O)CCNC(=O)c1ccc(Br)cc1)c1ccco1 (stereo not given)
 : -11%	10	1%	-7	-4	0.0	1%	-5%	-10%
COc1ccc(C(C)=O)cc1CSc1nnc(C)s1
 : 0%	-6	0%	x	5	0.6	5%	-4%	2%
O=C(NC1CCCCC1)C(c1ccccc1)n1c(=O)c(-c2ccco2)nc2ccccc21 (stereo not given)
 : 1%	-3	-16%	-80*	2	1.4	x	u	-11%
CCOc1ccc(N2C(=O)Nc3ccccc3C2(O)C(=O)NCc2ccco2)cc1 (stereo not given)
 : -14%[7.66 µM]	1	-3%[7.66 µM]	-4	-6	1.3	1%	3%	0%
COc1ccc(C(CCN2CCCC2)c2c(O)cc(OC)cc2OC)cc1 (stereo not given)
 : 4%	-1	1%	-2	-2	-0.4	-6%	0%	-4%
O=C(NC1CC1)C1=C[C@@H](C2CC2)C[C@@H](OCc2ccc(CO)cc2)O1
 : -1%	3	0%	-2	3	0.7	-6%	4%	6%
CCOC(=O)c1c(C)[nH]c(C)c1C(=O)CSc1nnc(-c2cc(OC)c(OC)c(OC)c2)o1
 : 26%	-3	-2%	2	-8	2.3	-9%	-10%	-3%
COCCN1C2=C(C(=O)CC(C)(C)C2)C(c2ccc(OC)c(OC)c2)C2=C1CC(C)(C)CC2=O
 : 4%	25	-2%	2	8	-0.7	1%	-9%	-1%
O=C(Nc1cccc2ccccc12)N(c1ccccc1)c1ccccc1
 : u	u	56%[activator]	-2	-5	-0.6	1%	-7%	-5%
COc1ccc(OC)c(-c2csc(NC(=O)CSCc3c(C)noc3C)n2)c1
 : u	-23	2%	-1	1	-1.7	17%	0%	-7%
CC(C)CNC(=O)C1(C)CCN1C(=O)c1ccc(C(C)(C)C)cc1 (stereo not given)
 : -19%	0	0%	-5	3	-0.4	-1%	-3%	1%
Cc1ccsc1/C=N/NC(=O)Nc1ccccc1
 : 10%	-15	3%	1	0	-0.5	-3%	-9%	1%
CCCCN(C(=O)C(C)(C)Oc1ccc(Cl)cc1)c1c(N)n(CCC)c(=O)[nH]c1=O
 : 3%	-2	7%	1	1	-0.7	-4%	4%	1%
C1CCN(C2CCN(c3nc4nonc4nc3N3CCSCC3)CC2)C1
 : 22%	6	3%	2	0	-0.7	0%	-6%	0%
O=C(Nc1ccc(S(=O)(=O)NCC2CCCO2)cc1)c1ccc(Cl)cc1[N+](=O)[O-] (stereo not given)
 : u	0	9%	-1	3	-0.7	16%	-3%	-8%
Cc1ccc(C(=O)Cn2c3[n+](c4ccccc42)CC(O)CS3)cc1 (stereo not given)
 : 13%	-6	28%	3	-2	0.5	-9%	-21%	0%
O=C(COC(=O)C1CCN(S(=O)(=O)c2ccc3c(c2)OCCO3)CC1)NC1CCCCC1
 : 13%	12	-7%	-5	7	-2.1	0%	-2%	1%
CCNC(=O)Nc1cc(S(=O)(=O)N2CCOCC2)ccc1N1CCCCC1
 : 10%	14	-14%	7	3	-0.4	0%	-1%	1%
CCOC(=O)c1cc2nc(-c3ccco3)cc(C(F)(F)F)n2n1
 : 9%	25	29%	-4	3	0.8	-13%	-2%	3%
COc1ccc(OC)c(/C=N/NC(=O)C(O)c2ccccc2)c1 (stereo not given)
 : 6%	-25	15%	-7	-7	0.5	6%	-11%	-22%
O=C1[C@H]2[C@@H](c3ccc(F)cc3)N3C(=O)N(c4cccc(Br)c4)C(=O)[C@@]3(Cc3ccc(Cl)cc3)[C@H]2C(=O)N1C1CCCCC1
 : 11%	2	9%	7	-15	-0.4	-5%	-5%	2%
COC(=O)c1ccc(NC(=O)CSc2nc3[nH]ncc3c(=O)[nH]2)cc1
 : 44%[activator]	5	17%	-6	-7	0.5	0%	6%	-3%
c1ccc2c(c1)CCCN2Cc1nnc2n1CCCCC2
 : 0%	-8	-17%	x	-2	-1.4	-2%	-15%	7%
O=C(Nc1ccc(Nc2ccccc2)cc1)c1ccc(Cl)cc1
 : u	16	-11%	1	3	-0.4	6%	6%	0%
COC(=O)[C@]12CCCCC=C1N(CCc1ccc(OC)c(OC)c1)C(=O)[C@H](CC(=O)N1CCOCC1)C2
 : 25%	-29	2%	-5	-13	0.1	x	-13%	5%
Cc1cccc(C(=O)OCC(=O)Nc2nnc(-c3ccccc3)o2)c1O
 : 12%	16	5%	-4	4	-5.4	-9%	-6%	-10%
C(=N\n1cnc2ccccc21)/c1cccnc1
 : 89%[activator]	19	6%	3	-3	-3.3	u	-8%	-1%
COc1ccc(C=NNC(=O)CCCC(=O)NN=Cc2ccc(OC)c(OC)c2)cc1OC
 : 10%	35	-9%	-5	-1	2.0	1%	-1%	1%
CN1CCN(c2ccccc2NC(=O)c2ccc(Br)o2)CC1
 : 78%[activator]	u	-9%	0	-6	-3.0	0%	-1%	-20%
CCN(C[C@H]1N[C@@](C)(C(=O)OC)[C@H]2C(=O)N(Cc3ccccc3)C(=O)[C@@H]12)C(=O)c1ccccc1
 : 6%	22	10%	-8	5	-0.1	-2%	-12%	6%
Cc1ccc2cccc(OCc3ccccc3)c2n1
 : -29%	-4	14%	4	4	-3.9	16%	-12%	5%
CC(C)NC(=O)CN(C(=O)CCC(=O)Nc1ccccn1)c1ccc(F)c(Cl)c1
 : 10%	-28	-17%	-2	-8	0.1	-2%	-5%	-6%
O=C(/C=C/c1ccc(Cl)c([N+](=O)[O-])c1)Nc1ccc(N2CCCC2)c(Cl)c1
 : u	u	0%	-4	-6	1.7	4%	2%	-19%
O=C(CN1CCCC1)Nc1ccc(Cl)cc1C(F)(F)F
 : 10%	-14	0%	-18	-6	-1.1	4%	24µM*	0%

In the list so far, five have an NH in an aromatic ring:
Order of results: GLP-1R inv ag	DRD3 antagonist	GLP1R cytotox	PI5P4Ka inh	D3 ag	IL-2 act	GLP-1R agonist	PLK1 PBD block	WRN inhibitor
Cc1ccccc1Cn1c(-c2ccc(=O)[nH]c2)nc2ccccc21
 : 12%	3	5%	-1	-1	0.4	-6%	-13%	1%
CCCCn1c(N)c(N(CCOC)C(=O)c2ccc(N3CCCC3=O)cc2)c(=O)[nH]c1=O
 : 9%	-1	0%	-1	7	0.6	-1%	-8%	3%
CCOC(=O)c1c(C)[nH]c(C)c1C(=O)CSc1nnc(-c2cc(OC)c(OC)c(OC)c2)o1
 : 26%	-3	-2%	2	-8	2.3	-9%	-10%	-3%
CCCCN(C(=O)C(C)(C)Oc1ccc(Cl)cc1)c1c(N)n(CCC)c(=O)[nH]c1=O
 : 3%	-2	7%	1	1	-0.7	-4%	4%	1%
COC(=O)c1ccc(NC(=O)CSc2nc3[nH]ncc3c(=O)[nH]2)cc1
 : 44%[activator]	5	17%	-6	-7	0.5	0%	6%	-3%
